Bioassay records deposited in PubChem BioAssay by National Center for Advancing Translational Sciences (NCATS).
RXFP1 agonist = qHTS Assay for Agonists of the Relaxin Receptor RXFP1; Relaxin receptor 1 (Homo sapiens), Q9HBX9; HEK293T-RXFP1 cAMP TR-FRET, 30 min; response scale: percent of porcine relaxin response, buffer zero; Potency, µM (series often up to 57.5 µM), for inactives: top-dose activation, most hits filed as activators; actives 0.3% (n = 370,000); also: potency is read from the fitted curve at half-maximal effect; % is scaled to controls: 0 for no effect and ±100 for the full control effect; nearly all actives have a fitted effect of over 60% in size; many of its hits are not listed in these tables
Target sequence (Q9HBX9 whole entry, looked up): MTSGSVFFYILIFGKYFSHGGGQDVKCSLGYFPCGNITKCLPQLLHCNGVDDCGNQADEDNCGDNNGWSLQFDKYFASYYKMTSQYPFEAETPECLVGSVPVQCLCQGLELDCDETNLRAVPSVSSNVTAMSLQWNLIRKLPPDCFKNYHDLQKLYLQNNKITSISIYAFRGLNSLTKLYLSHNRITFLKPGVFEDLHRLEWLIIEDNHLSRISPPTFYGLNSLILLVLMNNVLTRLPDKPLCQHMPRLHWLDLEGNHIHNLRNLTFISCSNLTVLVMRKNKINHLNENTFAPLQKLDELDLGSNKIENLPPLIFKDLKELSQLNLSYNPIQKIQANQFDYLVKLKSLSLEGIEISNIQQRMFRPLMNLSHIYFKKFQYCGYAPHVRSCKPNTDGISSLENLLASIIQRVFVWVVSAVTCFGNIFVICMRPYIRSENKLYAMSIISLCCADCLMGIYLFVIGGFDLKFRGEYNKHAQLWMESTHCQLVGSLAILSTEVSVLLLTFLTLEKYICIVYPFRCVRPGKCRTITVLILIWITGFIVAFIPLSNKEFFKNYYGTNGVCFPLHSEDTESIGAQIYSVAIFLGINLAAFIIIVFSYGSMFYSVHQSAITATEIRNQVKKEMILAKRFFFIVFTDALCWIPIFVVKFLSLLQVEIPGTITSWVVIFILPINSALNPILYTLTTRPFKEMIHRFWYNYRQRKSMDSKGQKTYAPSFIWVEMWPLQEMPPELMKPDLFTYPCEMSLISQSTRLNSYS
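HEK293 cells stably expressing RXFP1, treated 30 min at 37C with compounds plus PDE4 inhibitor Ro 20174; cAMP measured by HTRF TR-FRET. Normalized to buffer and 29 nM porcine relaxin; EC50 by Hill fit.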
D2 PAM = HTS Assay for Positive Allosteric Modulators of the Human D2 Dopamine Receptor: Primary Screen for Potentiators; D(2) dopamine receptor (Homo sapiens), P14416; HEK293 T-REx D2, calcium flux, EC20 dopamine potentiation; potentiation, % at 10 µM; actives 0.34% (n = 340,000); AID 485347, 2010;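 active = potentiation over 3 SD above the plate norm, cut at about 30% in these data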; also: 0% is about no effect
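Tetracycline-induced Hek293 Trex D2 cells, force-coupled to calcium, loaded with no-wash calcium dye. Compound added with 180 s kinetic read for agonism, then EC20 dopamine and a further 180 s read for potentiation.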
D1 PAM = Potentiators of Human D1 Dopamine Receptor: qHTS. HEK293 TREx D1 cells, calcium flux, dopamine EC20 potentiation. actives 0.036% (n = 360,000). potentiation, % at 10 µM. D(1A) dopamine receptor (Homo sapiens), P21728. AID 504651, 2011; in the data active = potentiation above about 30%; also: 0% is about no effect
Vif-A3G inh = qHTS for Inhibitors of Vif-A3G Interactions: qHTS | HeLa A3G-eYFP + Vif (tagged APOBEC3G with the HIV-1 protein that degrades it), YFP fluorescence, overnight | DNA dC->dU-editing enzyme APOBEC-3G (Homo sapiens), Q9HC16 | Potency, µM (doses to about 46.1 µM), for inactives: at the highest dose activity, negative = active, hits mostly inhibitors | AID 602310, 2012 | actives 0.076% (n = 410,000);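 also: potency is read from the fitted curve at half-maximal effect; % is scaled to controls: 0 for no effect and ±100 for the full control effect; nearly all actives have a fitted effect of over 60% in size; hits raise eYFP signal because A3G escapes Vif-driven loss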
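HeLa cells stably expressing Vif and C-terminally eYFP-tagged A3G, seeded overnight at 37 deg C, then exposed to compound by pintool overnight at 37 deg C. Rise in yellow fluorescence (Ex 488/Em 500-530, Acumen) marks blocked Vif-driven A3G degradation.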
LDHA block = qHTS assay for inhibitors of human lactate dehydrogenase; L-lactate dehydrogenase A chain (Homo sapiens), P00338; purified LDHA, NADH/diaphorase-resazurin fluorescence; active compounds read low; activity change, % (values are at about 110 or 230 µM); actives 0.15% (n = 480,000); AID 1347041, 2019; in the data active = activity change below about -30%; inconclusive = mostly about -25% to -30%;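 also: plate controls were DMSO wells for no effect and wells without enzyme for full effect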
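Remaining NADH was detected by diaphorase (0.133 mg/mL) converting 37 µM resazurin to fluorescent resorufin, read at 0 and 20 minutes. The preceding 5-minute room-temperature reaction used 2 nM LDHA, 0.2 mM sodium pyruvate and 0.06 mM NADH at pH 7.4.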
Vif-A3F inh = qHTS for Inhibitors of Vif-A3F Interactions: qHTS | actives 0.2% (n = 390,000) | AID 602313, 2012 | Potency, µM (series often up to 46.1 µM), for inactives: top-dose activity, negative = active | HeLa A3F-eYFP + Vif (tagged APOBEC3F with the HIV-1 protein that degrades it), YFP fluorescence increase; also: potency is read from the fitted curve at half-maximal effect; % of control where 0% means no effect; nearly all actives have a fitted effect of over 65% in size
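HeLa cells stably expressing A3F-eYFP plus Vif, plated and incubated overnight at 37 deg C, then exposed to compounds overnight at 37 deg C. Blocked degradation read as raised yellow fluorescence (Ex 488/Em 500-530).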
D1 antagonist = Antagonist of Human D 1 Dopamine Receptor: qHTS. D(1A) dopamine receptor (Homo sapiens), P21728. HEK293 TREx D1 cells, calcium flux, dopamine EC80; active compounds read low. activity change, negative = inhibition, % at 10 µM. actives 3.2% (n = 360,000). AID 504652, 2011; in the data active = activity change below about -30%; also: % is scaled to controls: 0 for no effect and ±100 for the full control effect
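Kinetic fluorescence of a calcium dye serves as the read-out. D1-expressing Hek293 Trex cells, induced overnight at 30 C, are exposed to compound for 180 s before an EC80 dopamine addition, then read 180 s further.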
D1 agonist = Allosteric Agonists of the Human D1 Dopamine Receptor: qHTS. actives 1% (n = 360,000). AID 504660, 2011. HEK293 T-REx D1 cells, calcium flux, agonist mode. activation, % at 2 µM. D(1A) dopamine receptor (Homo sapiens), P21728; in the data active = activation above about 30%; also: 0% is about no effect
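Inducible HEK293 T-REx D1 cells, force-coupled to calcium signalling, were plated at 4000 cells/well with tetracycline and held overnight at 30 C. After no-wash calcium dye loading, compound-evoked calcium rise over 180 s flagged agonists.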
GRP78 ERSR act = qHTS for Inducers of the Endoplasmic Reticulum Stress Response (ERSR) in Human Glioma: qHTS; U87-MG GRP78 promoter luciferase reporter, 16 h; Potency, µM, for inactives: top-dose activation, usual class: activators; actives 0.02% (n = 420,000); also: potency is read from the fitted curve at half-maximal effect; series mostly up to about 76 µM; % of control where 0% means no effect; nearly all actives have a fitted effect of over 35% in size
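ERSR induction read as luciferase luminescence (Bright-Glo, 10 min at room temperature) in stably transfected human U87-MG glioma cells exposed to compounds for 16 h, using GRP78 as sensor.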
* marks the source's active call; other numbers are inactive results; ? = inconclusive; . = not tested or not shown. Unless noted, calls follow the shape of the dose curve; as a rule, active = well fitted curve in the direction sought with a large enough effect; inconclusive = small, poorly fitted or top-dose-only effect, or another doubt; inactive = no such curve, though single readings can be large; an effect the other way counts as inactive or inconclusive. The list is partial; the hit share may differ from the screen's.

SMILES	RXFP1 agonist	D2 PAM	D1 PAM	Vif-A3G inh	LDHA block	Vif-A3F inh	D1 antagonist	D1 agonist	GRP78 ERSR act
Cc1cccc(OCC(=O)N(Cc2nnc(-c3ccccc3Cl)o2)C2CC2)c1	2.1%	8	-3	0%	-2	-2%	-17	0	-3%
CCC1Oc2ccccc2N(CC(=O)N2CCOCC2)C1=O (stereo not given)	-2.2%	5	5	2%	-4	-1%	5	0	-2%
Cc1c(N2CCCCC2)[nH]c2ccccc12	.	.	.	0%	-1	2%	.	.	-4%
CCC(=O)c1ccc(OCC(=O)OCC(=O)N2c3ccccc3NC(=O)C2(C)C)cc1	-0.6%	2	-6	-2%	-3	3%	-28	1	3%
CC(C)C(C)(C#N)NC(=O)CSc1nncn1-c1ccccc1 (stereo not given)	-1.2%	19	-7	1%	1	?	5	2	-5%
c1ccc(-c2cc(-c3nc(-c4ccccn4)no3)c3ccccc3n2)cc1	.	.	.	-2%	-4	3%	.	.	-6%
COc1cccc2c1OCC(C(=O)OCc1cccnc1)=C2	-0.1%	-10	-3	-3%	2	-6%	-16	0	0%
Cc1ccccc1C(=O)NC(=S)NCc1cccnc1	-0.8%	-1	3	1%	-9	-11%	-3	2	-2%
CCc1cccc2c(C(=O)COC(=O)/C=C/c3ccccc3OC)c[nH]c12	0.0%	6	-2	1%	-6	3%	-9	4	-5%
CCCN1C(=O)c2ccccc2NC1c1cc(OC)c(OC)c(OC)c1 (stereo not given)	0.3%	.	1	-6%	-7	-2%	-1	0	-5%
O=C(NCCSCc1ccccc1)c1ccc(F)cc1	0.0%	-1	-2	-4%	-11	6%	1	3	-1%
CCCOC(=O)c1c(-c2ccccc2)c(-c2ccccc2)nn(C)c1=O	1.9%	5	1	4%	0	0%	4	5	-1%
O=S(=O)(Nc1cccc(-n2cnnn2)c1)c1ccccc1C(F)(F)F	0.9%	18	-1	-7%	-1	-6%	0	2	1%
Cc1nc2cc(Nc3ccncc3)ccc2s1	-0.7%	1	3	0%	0	-15%	15	0	-1%
CCC1CCCCN1C(=O)COC(=O)c1cc(C)nc2ccccc12 (stereo not given)	1.8%	3	.	0%	-1	0%	9	14	0%
Cc1cc(C)c(S(=O)(=O)c2cccc(C(F)(F)F)c2)c(=O)[nH]1	2.6%	0	3	3%	-4	10%	-3	0	0%
O=C(Nc1ccccn1)c1cccc(S(=O)(=O)N2CCCCC2)c1	0.4%	2	4	-2%	-7	1%	10	-3	2%
CCn1c(-c2ccccc2)csc1=Nc1ccc(S(=O)(=O)O)cc1	4.0%	-1	4	-1%	-6	5%	0	2	-10%
COC(=O)c1cccc(Oc2cccc(Cl)n2)c1	-2.3%	-12	5	3%	-3	-8%	8	1	0%
Cc1cc(NCc2ccccc2)n2ncnc2n1	5.8%	-3	1	1%	-3	-8%	2	2	0%
CCN1C(C(=O)Nc2cc(C)on2)=C(O)c2ccccc2S1(=O)=O	4.4%	4	-7	-11%	-12	6%	-5	2	-1%
Cc1ccc2oc(-c3cccc(NC(=O)c4cc(-n5cnnc5)ccc4Cl)c3)nc2c1	9.5%	-4	2	3%	0	1%	-23	3	-8%
COc1ccc(C(=O)NC(=S)Nc2cccc(S(=O)(=O)N3CCOCC3)c2)cc1	1.2%	9	-7	?	-9	-15%	9	9	-1%
Cc1cc2c(=O)oc(-c3ccc(Br)cc3)nc2s1	5.4%	-7	1	-4%	-9	-11%	2	5	3%
CC1CCN(S(=O)(=O)N2CCC(C(=O)N3CCC(N(C)CC4CCCO4)CC3)CC2)CC1 (stereo not given)	-0.3%	-13	-3	-2%	-15	-4%	-17	-1	-5%
The list continues:
SMILES	RXFP1 agonist	D2 PAM	D1 PAM	Vif-A3G inh	LDHA block	Vif-A3F inh	D1 antagonist	D1 agonist	GRP78 ERSR act
CC(C)C(NC(=O)/C(=C/c1ccco1)NC(=O)c1ccc(Br)o1)C(=O)O (stereo not given)	8.5%	-6	-1	2%	3	1%	5	5	-4%
CC(=O)Nc1ccc(C(=O)NNC(=O)c2cccs2)cc1	2.4%	-5	-3	0%	-1	-17%	-19	-1	-3%
COc1ccc(CNN2CCCCC2C(=O)Nc2ccc(OC)c(OCC(C)C)c2)cc1OC (stereo not given)	-2.3%	1	2	0%	-12	3%	7	1	-2%
CCOc1ccccc1NC(=O)c1cc(Cl)ccc1NC(=O)c1ccco1	1.1%	1	1	3%	-9	-5%	4	1	-3%
O=C(COc1ccccc1-c1ccccc1)N/N=C/c1ccccn1	2.4%	-1	-9	-26%	0	-10%	-21	0	-2%
CCOC(=O)Cn1nc(-c2ccc(Cl)cc2)ccc1=O	0.8%	-2	-3	-1%	-4	-11%	13	1	-3%
Cc1cc(Cl)ccc1OCCn1cncn1	0.5%	-5	5	-9%	0	0%	17	0	-3%
CC(=O)c1ccc2noc(-c3ccc(Cl)cc3)c2c1	-0.8%	-3	-3	-1%	2	-9%	-16	1	1%
Cc1ccc(S(=O)(=O)N2CCOCC2)cc1NC(=O)COC(=O)C1(C)CC1(Cl)Cl (stereo not given)	.	.	.	0%	-12	1%	.	.	2%
CCCCCCCCCCCCCC(=O)NO	.	.	.	-1%	-6	3%	.	.	-3%
CCCn1c(SCC(=O)N(C2CCCCC2)C2CCS(=O)(=O)C2)n[nH]c1=O (stereo not given)	-1.6%	.	-7	-2%	-1	2%	8	1	-4%
CCn1ccc2cc(S(=O)(=O)N3CCC(C(=O)NCCc4ccc(SC)cc4)CC3)ccc21	-0.4%	-9	-2	0%	-9	-4%	9	3	-3%
Nc1c(Cl)ncnc1NCCc1ccc(O)cc1	1.3%	16	-3	5%	-4	1%	-14	16	-3%
NNC(=O)CNC(=O)c1ccc(F)cc1	0.3%	-10	-5	1%	-7	5%	2	0	1%
COc1ccccc1C(=O)O/N=C(\N)c1ccccn1	-0.5%	7	-3	-8%	-7	-5%	0	0	-13%
CCOC(=O)C1CCN(C(=O)CN(Cc2ccc(Cl)cc2)S(C)(=O)=O)CC1	0.9%	1	4	0%	-1	1%	3	-2	1%
Cc1c(Cl)cccc1NC(=O)c1ncn(-c2ccccc2)n1	4.0%	6	0	-11%	-4	3%	8	1	0%
COC(=O)CNC(=O)COC(=O)C(Cc1ccccc1)NC(=O)c1ccco1 (stereo not given)	0.2%	-7	-6	0%	-5	4%	3	0	-6%
CC(=O)Nc1ccc(S(=O)(=O)Nc2nc3ccccc3nc2Nc2ccc(O)c(C(=O)O)c2)cc1	3.3%	-2	-3	-10%	-5	-28%	-8	13	-3%
COc1ccc(NC(=O)CCNS(=O)(=O)c2ccc3c(c2)c(=O)n(C)c(=O)n3C)cc1OC	4.1%	5	5	0%	-2	3%	19	-1	-3%
Cc1ccc(-c2ccc(C3C(C#N)=C(N)Oc4n[nH]c(C)c43)o2)cc1 (stereo not given)	-0.2%	17	-12	-11%	0	-15%	-48*	14	4%
Cc1ccc(CN(C(=O)c2ccc([N+](=O)[O-])cc2)c2ccccn2)cc1	-1.6%	-5	-1	2%	0	0%	-9	0	-1%
Cc1noc(C)c1NC(=O)N(C)C[C@H]1Oc2c(NC(=O)Nc3ccccc3)cccc2C(=O)N([C@H](C)CO)C[C@@H]1C	.	.	.	7%	-9	1%	.	.	-3%
Cc1ccccc1C(=O)NCCCNC(=O)c1ccccc1C	.	.	.	-4%	0	-17%	.	.	-9%
O=c1c2ccccc2oc2ncccc12	2.0%	-6	3	-2%	-3	2%	-9	3	5%

A draw from above in order of molecular weight, ascending.
SMILES	RXFP1 agonist	D2 PAM	D1 PAM	Vif-A3G inh	LDHA block	Vif-A3F inh	D1 antagonist	D1 agonist	GRP78 ERSR act
NNC(=O)CNC(=O)c1ccc(F)cc1	0.3%	-10	-5	1%	-7	5%	2	0	1%
COc1ccccc1C(=O)O/N=C(\N)c1ccccn1	-0.5%	7	-3	-8%	-7	-5%	0	0	-13%
CCOC(=O)Cn1nc(-c2ccc(Cl)cc2)ccc1=O	0.8%	-2	-3	-1%	-4	-11%	13	1	-3%
Cc1ccc(-c2ccc(C3C(C#N)=C(N)Oc4n[nH]c(C)c43)o2)cc1 (stereo not given)	-0.2%	17	-12	-11%	0	-15%	-48*	14	4%
Cc1ccc(CN(C(=O)c2ccc([N+](=O)[O-])cc2)c2ccccn2)cc1	-1.6%	-5	-1	2%	0	0%	-9	0	-1%
CCOc1ccccc1NC(=O)c1cc(Cl)ccc1NC(=O)c1ccco1	1.1%	1	1	3%	-9	-5%	4	1	-3%
COC(=O)CNC(=O)COC(=O)C(Cc1ccccc1)NC(=O)c1ccco1 (stereo not given)	0.2%	-7	-6	0%	-5	4%	3	0	-6%
CCCn1c(SCC(=O)N(C2CCCCC2)C2CCS(=O)(=O)C2)n[nH]c1=O (stereo not given)	-1.6%	.	-7	-2%	-1	2%	8	1	-4%
CC(C)C(NC(=O)/C(=C/c1ccco1)NC(=O)c1ccc(Br)o1)C(=O)O (stereo not given)	8.5%	-6	-1	2%	3	1%	5	5	-4%
Cc1ccc(S(=O)(=O)N2CCOCC2)cc1NC(=O)COC(=O)C1(C)CC1(Cl)Cl (stereo not given)	.	.	.	0%	-12	1%	.	.	2%
